GlmU inhibition – inhibition of mycobacterial GlmU enzyme – biochemical, glucosamine-1-phosphate acetyltransferase (AID 1376). Bifunctional protein GlmU (Mycobacterium tuberculosis (strain ATCC 25618 / H37Rv)). M. tuberculosis GlmU acetyltransferase enzyme assay; higher % means a stronger effect. one-dose inhibition, %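 (tested at 30 µM in the primary screen)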; IC50 in µM for titrated hits. 220,000 compounds, 0.25% hits; in the data active = inhibition above about 13%;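 note: 0% = complete reaction with vehicle and 100% = reaction without substrate; strong numbers were not always called active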
RmlCD inh 1536 – M. tuberculosis RmlC/RmlD coupled enzyme inhibitors, primary screen, biochemical, compound mixtures, 384-well, from 1536-well plates | inhibition, % at 3.6 µM | 160,000 compounds, 0.03% hits | dTDP-4-dehydrorhamnose reductase (Mycobacterium tuberculosis (strain ATCC 25618 / H37Rv)) … | RmlC+RmlD coupled enzyme assay, percent inhibition; primary screen in compound mixtures; in the data active = inhibition mostly above about 34%, no sharp cut-off; note: some results filed as inactive read as strong as hits
Target sequence (P9WH09 whole entry, looked up): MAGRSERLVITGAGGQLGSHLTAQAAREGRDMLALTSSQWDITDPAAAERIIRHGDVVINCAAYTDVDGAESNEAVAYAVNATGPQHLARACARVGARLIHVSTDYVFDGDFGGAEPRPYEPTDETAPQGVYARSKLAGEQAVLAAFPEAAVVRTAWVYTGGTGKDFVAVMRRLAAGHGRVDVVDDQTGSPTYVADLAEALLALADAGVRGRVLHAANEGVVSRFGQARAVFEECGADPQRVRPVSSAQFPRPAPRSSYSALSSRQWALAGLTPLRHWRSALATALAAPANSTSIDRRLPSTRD
Target sequence (P9WH11 whole entry, looked up): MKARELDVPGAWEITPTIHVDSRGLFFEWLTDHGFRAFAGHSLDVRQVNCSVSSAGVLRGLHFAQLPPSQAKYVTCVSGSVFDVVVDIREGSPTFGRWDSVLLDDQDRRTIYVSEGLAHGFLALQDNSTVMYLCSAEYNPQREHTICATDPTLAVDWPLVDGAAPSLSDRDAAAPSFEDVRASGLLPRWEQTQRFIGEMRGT
* = called active by the depositor; · = not tested or not shown; & = joins results of further samples. Some of the compounds tested (hit frequency here may not be typical).

Fields – RmlCD inh 1536	GlmU inhibition
- C/C(=N\O)C(=O)NCCCn1ccnc1
 : -6	1.2%
- Cc1cc(C(=O)Nc2nc3c(s2)CCCC3)cs1
 : ·	-2.6%
- CC(=O)c1ccc(NC(=O)c2ccn(C(=O)OCC(C)C)n2)cc1
 : 2	-3.5%
- Cc1ccc(S(=O)(=O)CCC(=O)OCc2ccc(Cl)cc2)cc1
 : 10	3.2%
- NS(=O)(=O)c1ccc(Nc2ccc3nonc3c2[N+](=O)[O-])cc1
 : -7	-5.7%
- CCCOc1ncnc2c1sc1nc3c(cc12)COC(C)(C)C3
 : 9	6.9%
- CCOC(=O)C1CCN(c2ccc(Cl)nn2)CC1
 : -6	-1.4%
- COc1ccc(N2C(=O)CC(N(C)CCc3ccc(OC)c(OC)c3)C2=O)cc1 (configuration not stated)
 : 1	-4.9%
- Cc1ccc(CN(Cc2cc3cc4c(cc3[nH]c2=O)OCCO4)Cc2nnnn2Cc2ccco2)cc1
 : -2	5.6%
- Cn1c(SCC(=O)NCCN2C(=O)CSC2=O)nc2ccccc2c1=O
 : 5	0.8%
- Cc1cc(C)nc(SCc2cccc(C(=O)O)c2)n1
 : -9	3.1%
- Cc1cc(OCCOCCN2CCCC2)ccc1C(C)C
 : ·	-9.4%
- CC(C)Cc1nn2c(=O)cc(O)nc2s1
 : -3	8.8%
- Cc1ccc(S(=O)(=O)N2CCN(C(=O)COc3ccc(NC(=O)c4ccco4)cc3)CC2)cc1
 : ·	4.6%
- CCOc1ccc(N2CC(C(=O)Nc3ccc(N4CCOCC4)cc3)CC2=O)cc1 (configuration not stated)
 : ·	-0.6%

(continued)
Fields – RmlCD inh 1536	GlmU inhibition
- CCOC(=O)c1nc(-c2ccccc2)oc1N(C)C
 : 8	-6.0%
- O=C(O)CCN=Cc1c(O)c2ccccc2oc1=O
 : 6	-5.1%
- CCOC(=O)C1=C(CSc2nc(-c3ccncc3)ccc2C#N)OC(N)=C(C#N)C1c1ccc(OC)cc1 (configuration not stated)
 : -5	-2.5%
- COc1ccc(NC(=O)CSc2[nH]c(=O)cc(C)c2C#N)cc1OC
 : 7	-7.7%
- CC(C)Sc1nc(N2CCCC2)c2c(c1C#N)CC(C)(C)OC2
 : 3	0.7%
- Cc1ccccc1N1CCN(C(=O)c2ccccc2NC(=O)/C=C\C(=O)O)CC1
 : 6	-1.8%
- Cc1cc(C)cc(NC(=O)C2CCCN(c3nccc(C)n3)C2)c1 (configuration not stated)
 : 50	-4.7%
- O=C(Nc1ccc(Cl)c(Cl)c1)N1CC=CCC1
 : -7	2.4%
- CCCCCn1c(=O)c(C(=O)OCC)c(Cl)c2ccccc21
 : -12	3.1%
- CCc1n[nH]c2c1/C(=N\O)CC(C)(C)C2
 : 5	-1.8%
- Cc1ccc(C)c(NC(=O)CCC(=O)N/N=C/c2ccc[nH]2)c1
 : 3	-0.6%
- Cc1ccc(-c2nc3ncccc3o2)cc1NC(=O)c1cccs1
 : 8	7.9%
- Cc1cc(C(=O)CN2C(=O)NC(c3ccccc3)(c3ccccc3)C2=O)c(C)n1Cc1ccco1
 : -15	3.8%
- CCNC(=S)SCCOc1ccc(C)cc1
 : -7	-0.8%
- O=C(NCCCNc1ccc([N+](=O)[O-])cc1Cl)c1ccccc1F
 : -13	-0.4%

The listing continues.
Fields – RmlCD inh 1536	GlmU inhibition
- O=c1c2ccccc2ncn1Cc1ccccc1
 : -10	4.4%
- Cc1nc(SCC#N)c2c3c(sc2n1)CCC3
 : 6	-0.8%
- COc1ccc(C)cc1S(=O)(=O)N1CCN(S(=O)(=O)c2cc(C)ccc2OC)C(C)C1 (configuration not stated)
 : -1	0.1%
- COc1ccc(COCCN2CCN(S(=O)(=O)c3ccc(C)cc3)CCC2=O)cc1
 : ·	2.5%
- CCOC(=O)C1CCN(C(=O)c2n[nH]c(=O)c3ccccc23)CC1
 : 3	7.7%
- Oc1ccc(Br)cc1CN1CCN(c2ccccc2)CC1
 : -8	0.4%
- CC(C)(C)CC(=O)Nc1nnc(-c2cccs2)s1
 : 3	2.6%
- Cc1ccc(N2C(=O)C3C4C=CC(CNC(=S)N5CCN(c6cccc(C)c6)C(C)C5)(O4)C3C2=O)cc1 (configuration not stated)
 : -4	-7.3%
- COc1ccc(N2C(=O)CC(Sc3nc4c(cc3C#N)CCC4)C2=O)cc1 (configuration not stated)
 : ·	4.7%
- Cc1c(N2C(=O)/C(=C/C3CC=CCC3)SC2=S)c(=O)n(-c2ccccc2)n1C (configuration not stated)
 : ·	3.6%
- CC(C)CCNC(=O)C(c1cccnc1)N(Cc1ccccc1)C(=O)Cn1nnc2ccccc21 (configuration not stated)
 : ·	-3.0%
- O=C(Oc1cccnc1)c1ccco1
 : 7	-0.3%
- N#CC1=C(N)OC2=C(C(=O)CCC2)C1CCc1ccccc1 (configuration not stated)
 : ·	5.0%
- Cc1ccc(N(CC(=O)NCc2ccc3c(c2)OCO3)S(=O)(=O)c2c(C)noc2C)cc1
 : -5	-1.0%&-3.2%
- CC(=O)NC(=S)Nc1ccc(NC(=O)c2cccnc2)cc1
 : 3	-8.4%

The listing continues.
Fields – RmlCD inh 1536	GlmU inhibition
- Cc1cccc(-n2c(-c3ccncc3)n[nH]c2=S)c1C
 : -12	0.8%
- O=S(=O)(NCCc1csc(-c2cccnc2)n1)c1ccc2c(c1)OCCO2
 : ·	1.0%
- Cc1cc(NC(=O)C2CCN(S(=O)(=O)Cc3ccccc3)CC2)ccc1-n1cnnn1
 : -3	-5.2%
- CCOc1cc2oc(=O)c3c(c2cc1Cl)CCC3
 : ·	8.6%
- CCC(=O)NCCc1nc2ccccc2n1Cc1ccccc1
 : ·	-0.4%
- COc1ccccc1OCCSc1nc(C)c(Cc2ccccc2)c(=O)[nH]1
 : 21	0.3%
- CC1CC(CC(=O)NNc2nc(-c3ccccc3)cs2)C(=O)O1 (configuration not stated)
 : 7	-5.1%
- CC(C)N(C(=O)COC(=O)c1ccccc1C(=O)N1CCN(c2ccc(F)cc2)CC1)C(C)C
 : ·	-3.1%
- N/C(=N\OC(=O)CCC1CCCC1)c1cccc([N+](=O)[O-])c1
 : 9	0.9%
- CCOc1cc(C)nc(N2CCC(C(=O)Nc3ccccc3OCC)CC2)n1
 : ·	-3.4%
- c1ccc([C@H]2CC3C[C@@H](c4ccccc4)N2O3)cc1
 : ·	0.6%
- O=C(NC1CCCCCC1)C(=S)NC1CCCCC1
 : 11	-5.6%
- O=C(O)c1cc(-c2cccs2)nn1-c1ccccc1
 : -17	-2.5%
- Cc1ccccc1NC(=S)NCCc1ccccc1
 : -8	4.4%
- Cc1cc(Cl)ccc1NC(=S)NCc1ccco1
 : -8	3.3%

Whole records as entered above:
COc1ccc(N2C(=O)CC(N(C)CCc3ccc(OC)c(OC)c3)C2=O)cc1 (configuration not stated) in the list: RmlCD inh 1536: 1; GlmU inhibition: -4.9%
Cc1cc(C)nc(SCc2cccc(C(=O)O)c2)n1 in the list: RmlCD inh 1536: -9; GlmU inhibition: 3.1%
C/C(=N\O)C(=O)NCCCn1ccnc1 in the list: RmlCD inh 1536: -6; GlmU inhibition: 1.2%

Following part:
Fields – RmlCD inh 1536	GlmU inhibition
- COc1ccc(OCCC(=O)N2CCOCC2)cc1
 : 9	1.7%
- C=CCN(CC=C)Cc1ccc(C(=O)OC)o1
 : ·	2.8%
- CCOC(=O)c1cc(-c2csc(Nc3c(C)cc(C)cc3C)n2)on1
 : 18	-3.7%
- CC(=N[C@@H]1CCCC[C@H]1N=C(C)c1ccccc1O)c1ccccc1O
 : ·	0.8%
- C=CCn1cc(C(=O)NCc2ccco2)c(=O)c2cc(S(=O)(=O)N3CCCCCC3)ccc21
 : 11	4.1%
- COc1cccc(/C=N/n2c(-c3cccs3)n[nH]c2=S)c1
 : ·	8.6%
- NC(=O)NC(=O)COC(=O)c1ccc(OC(F)(F)F)cc1
 : ·	9.1%
- CCOC(=O)N1CCN(C(=O)CN(Cc2ccc(Cl)cc2)S(=O)(=O)c2ccc(C)cc2)CC1
 : 11	-1.1%
- COc1ccccc1N(Cc1cc(=O)[nH]c2ccccc12)C(=O)c1ccc([N+](=O)[O-])cc1
 : -3	-3.0%
- N#C/C(=C\c1cn(Cc2cccc(F)c2)c2ccccc12)C(=O)NCc1ccco1
 : ·	0.8%
- CN1/C(=C\C(=O)COC(=O)c2ccco2)C(C)(C)c2ccccc21
 : -9	-0.3%
- Cn1c(N)c(C(=O)CCl)c(=O)n(C)c1=O
 : ·	3.0%
- COc1cc(NC(=O)CN2C3CCC2CC(O)(c2cccnc2)C3)cc(OC)c1 (configuration not stated)
 : ·	-3.7%
- COc1ccc(NC(=O)c2ccc([N+](=O)[O-])cc2[N+](=O)[O-])c(OC)c1
 : 5	2.7%
- O=C(Nc1ccccc1N1CCOCC1)c1ccc2c(c1)C(=O)N(Cc1ccncc1)C2=O
 : ·	-1.4%

More compounds:
Fields – RmlCD inh 1536	GlmU inhibition
- CCOC(=O)c1nc(C)n(-c2ccc(Cl)cc2Cl)n1
 : 0	2.7%
- O=C(COc1ccc(F)cc1)Nc1nccs1
 : ·	6.4%
- N/C(=N\OC(=O)Cc1cccc2ccccc12)c1ccccn1
 : ·	0.9%
- C=CCSc1nnc(Cc2cc(=O)[nH]c(=O)[nH]2)n1-c1cc(C)ccc1C
 : ·	5.2%
- Cc1nc(N)sc1-c1csc(Nc2ncccn2)n1
 : 3	3.5%
- CC1C2CC(C/C2=N/NC(=O)c2cccs2)C1(C)C (configuration not stated)
 : -3	-3.9%
- COc1cc(NC(=O)c2cc(C(C)C)on2)cc(OC)c1OC
 : -9	0.3%
- O=C(/C=C/Nc1cccc([N+](=O)[O-])c1)c1cccs1
 : 3	0.3%
- COCCN(C(=O)c1ccco1)C(C(=O)NC1CCCC1)c1cccs1 (configuration not stated)
 : ·	-4.5%
- O=C(/C=C(\c1ccc(Cl)cc1)n1cncn1)c1ccc(Cl)cc1
 : ·	3.0%
- CCOC(=O)N(CC)c1ccc(C(O)(C(=O)OCC)C(F)(F)F)cc1 (configuration not stated)
 : -11	-0.2%
- Cc1cccc(NC(=O)Nc2ccc(C)cc2Br)c1
 : 8	1.1%
- CC1=NN(c2ccc(Cl)cc2)C(=O)C1
 : -8	-6.6%
- O=C(Cc1ccccc1)Oc1cccc(-n2cnnn2)c1
 : -16	-2.5%
- C[C@H]1COC2=C1C(=O)C(=O)c1c2ccc2c1CCCC2(C)C
 : -9	-0.4%

Given tab-delimited: part of the list above.
canonical_smiles	RmlCD inh 1536	GlmU inhibition
O=C(/C=C/Nc1cccc([N+](=O)[O-])c1)c1cccs1	3	0.3%
COCCN(C(=O)c1ccco1)C(C(=O)NC1CCCC1)c1cccs1 (configuration not stated)	·	-4.5%
O=C(/C=C(\c1ccc(Cl)cc1)n1cncn1)c1ccc(Cl)cc1	·	3.0%
CCOC(=O)N(CC)c1ccc(C(O)(C(=O)OCC)C(F)(F)F)cc1 (configuration not stated)	-11	-0.2%
Cc1cccc(NC(=O)Nc2ccc(C)cc2Br)c1	8	1.1%
CC1=NN(c2ccc(Cl)cc2)C(=O)C1	-8	-6.6%
O=C(Cc1ccccc1)Oc1cccc(-n2cnnn2)c1	-16	-2.5%

The list goes on.
Fields – RmlCD inh 1536	GlmU inhibition
- CCSc1nc2n(n1)C(c1cccc(F)c1)C1=C(CCCC1=O)N2 (configuration not stated)
 : ·	-2.6%
- CC(C)CN1C(=O)NC(NC(=O)c2cccs2)(C(F)(F)F)C1=O (configuration not stated)
 : 3	·
- COc1ccc(NC(=O)C23CC4CC(C2)CC(n2cnc(Br)n2)(C4)C3)cc1OC
 : 7	1.6%
- Cc1ccc2nc(SC(C)C(=O)NC3CCCc4ccccc43)[nH]c2c1 (configuration not stated)
 : -9	-1.6%
- CC1CC(=O)N(CC(=O)NCc2ccc3c(c2)OCO3)c2ccccc2S1 (configuration not stated)
 : 10	·
- Cc1ccc(S(=O)(=O)/C(C#N)=C/c2c(N3CCCCC3)nc3ccccn3c2=O)cc1
 : 8	6.0%
- COc1ccc(Cl)cc1C(=O)NNC(=S)NC(=O)c1cc(-c2ccc(Cl)cc2)nc2ccccc12
 : ·	3.5%
- O=C(Cn1cncn1)NCc1cccc(C(F)(F)F)c1
 : 8	-1.8%
- N#CCC(CNc1ncc(C(F)(F)F)cc1Cl)OC(=O)c1cccc(C(F)(F)F)c1 (configuration not stated)
 : -1	2.2%
- COP(=O)(OC)C(NC(=O)/C=C/c1ccccc1)C(Cl)(Cl)Cl (configuration not stated)
 : 6	2.0%
- CSc1ncc(CN2CCN(C3CCN(C(C)C)CC3)C(CCO)C2)cn1 (configuration not stated)
 : -13	5.3%
- Cc1cccc(Nc2nnc(SCc3cn4ccsc4n3)s2)c1
 : -4	-2.0%
- CCN1CCN(Cc2c(O)ccc3c(=O)c(-c4ccc(OC)c(OC)c4)c(C)oc23)CC1
 : 8	2.3%
- O=C(O)COc1ccc(/C=N/O)cc1Br
 : 10	-1.7%
- CC(=O)OCCNc1cc(SC(C)C)c2nonc2c1[N+](=O)[O-]
 : -8	4.3%

(continued)
Fields – RmlCD inh 1536	GlmU inhibition
- N#CCCN(Cc1cccnc1)C(=S)NC1CC2C=CC1C2 (configuration not stated)
 : 0	-0.5%
- CC1CCCN(c2ccc3nc4ccccc4c(=O)n3n2)C1 (configuration not stated)
 : -13	6.5%
- Cc1ncsc1C(=O)N1CCCC(CNS(=O)(=O)c2cccs2)C1 (configuration not stated)
 : ·	0.5%
- CCOC(=O)c1cnc(SCC(=O)Nc2ccc3c(c2)OCCO3)nc1N
 : ·	-5.9%

Bioassay records as filed in PubChem BioAssay.
